# High-throughput results (PubChem)
# CatS inh: blocks human cathepsin S protease activity; AID 501; hit rate 0.06% among 62,000; recombinant cathepsin S, AMC dipeptide fluorescence, pooled mixtures; inhibition, %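 (tested at 5 µM per compound within 10-compound mixtures)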; P25774; in the data active = inhibition above about 32%, passing the limit was not always enough;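 also: 0% = enzyme without compound and 100% = blank without enzyme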
# Target sequence (P25774 115-331 limits assumed): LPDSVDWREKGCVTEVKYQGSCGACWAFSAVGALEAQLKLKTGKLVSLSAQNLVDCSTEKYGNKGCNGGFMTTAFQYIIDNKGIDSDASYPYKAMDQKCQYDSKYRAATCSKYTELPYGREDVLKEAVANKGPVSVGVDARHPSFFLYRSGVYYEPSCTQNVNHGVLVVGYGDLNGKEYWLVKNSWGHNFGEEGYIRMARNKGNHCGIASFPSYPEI
# FXIa inh mix: factor XIa (human) inhibition, mixture screen; P03951; purified FXIa, fluorogenic substrate, pooled mixtures; inhibition, % at 5 µM; hit rate 0.19% among 62,000; AID 680;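 also: each value is inhibition by a whole ten-compound pool holding the compound; 0% = enzyme with no mixture and 100% = wells lacking enzyme; strong numbers were not always called active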
# CatL block: blocks human cathepsin L protease activity; purified cathepsin L, fluorogenic substrate, fluorescence; hit rate 0.17% among 58,000; P07711; AID 460; inhibition, %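 (tested at 10 µM)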; in the data active = inhibition above about 45%;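 also: 0% = enzyme with no compound and 100% = no enzyme blank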
# C1s block: blocks human complement C1s protease activity. purified C1s, fluorogenic AMC substrate, pooled mixtures. P09871. mean inhibition % of two 10-compound mixtures (stronger effect = higher value), % at 5 µM (by protocol). hit rate 0.16% among 62,000;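 active = inhibition above 20% in each of the two 10-compound mixture wells holding the compound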;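 also: 0% = enzyme wells lacking compound mixture and 100% = no-enzyme blank wells; some compounds called inactive have numbers as strong as hits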
# Target sequence (P09871 16-437 limits assumed): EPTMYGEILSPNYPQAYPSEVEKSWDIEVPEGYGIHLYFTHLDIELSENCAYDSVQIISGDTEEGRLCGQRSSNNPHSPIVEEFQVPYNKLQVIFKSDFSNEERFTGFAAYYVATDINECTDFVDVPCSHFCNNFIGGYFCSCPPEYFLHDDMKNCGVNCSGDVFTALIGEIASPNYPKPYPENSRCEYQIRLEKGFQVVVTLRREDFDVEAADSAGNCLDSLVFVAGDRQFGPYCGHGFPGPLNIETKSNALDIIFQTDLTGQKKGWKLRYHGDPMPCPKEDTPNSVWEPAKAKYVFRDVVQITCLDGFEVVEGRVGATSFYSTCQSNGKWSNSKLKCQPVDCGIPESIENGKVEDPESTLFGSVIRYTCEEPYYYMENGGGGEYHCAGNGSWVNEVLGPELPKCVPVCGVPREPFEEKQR
# Target sequence (P09871 438-688 limits assumed): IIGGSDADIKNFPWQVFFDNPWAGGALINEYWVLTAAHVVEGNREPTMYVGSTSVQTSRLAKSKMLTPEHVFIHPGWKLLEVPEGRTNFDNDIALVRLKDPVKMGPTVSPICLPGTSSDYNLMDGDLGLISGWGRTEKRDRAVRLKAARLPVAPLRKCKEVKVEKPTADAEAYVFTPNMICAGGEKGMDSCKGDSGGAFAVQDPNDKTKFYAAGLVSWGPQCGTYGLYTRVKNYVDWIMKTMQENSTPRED
# Cathepsin G inh: blocks human cathepsin G enzyme activity; purified enzyme, AMC-tetrapeptide fluorescence, pooled mixtures; hit rate 0.2% among 62,000; AID 581; inhibition, % at 5 µM (by protocol);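 active = inhibition above 20% in each of the two mixture wells holding the compound; inactive = inhibition of 20% or less in either well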;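 also: 0% = enzyme control without mixture and 100% = blank lacking enzyme; strong numbers were not always called active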
# JNK3 blocker: JNK3 (human) kinase inhibition. inhibition, % at 8 µM. hit rate 0.61% among 60,000. P53779. purified JNK3 kinase activity, HTS; in the data active = inhibition above about 17%;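 also: 0% = DMSO and 100% = reference inhibitor; many of its hits are not listed in these tables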
# FXIIa inh mix: blocks human factor XIIa in pooled compound mixtures; P00748; purified FXIIa, fluorogenic substrate; inhibition, % at 5 µM; hit rate 0.2% among 62,000;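 also: 0% = enzyme without compound and 100% = no enzyme blank; some results filed as inactive read as strong as hits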
# ROCK2 inh: blocks human Rho kinase 2 activity; AID 604; purified ROCK2, Kinase-Glo ATP depletion luminescence; inhibition, % at 6 µM; hit rate 0.35% among 60,000;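 active = inhibition above the screen-wide mean inhibition plus 3 SD, cut at about 18% in these data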;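 also: plate controls were DMSO wells for no effect and Y-27632 control wells after no-enzyme background subtraction for full effect; many of its hits are not listed in these tables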
# PKA kinase inh: blocks human protein kinase A activity; P17612; PKA Kemptide phosphorylation, Kinase-Glo ATP luminescence; inhibition, % at 6 µM; hit rate 0.1% among 65,000;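 active = inhibition above the screen-wide mean inhibition plus 3 SD, cut at about 21% in these data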; also: many of its hits are not listed in these tables
# * = called active by the depositor; x = no result given. Rule as the data show it, unless noted: active = inhibition above about 20% (passing the limit was not always enough); inactive = the rest.
SMILES,CatS inh,FXIa inh mix,CatL block,C1s block,Cathepsin G inh,JNK3 blocker,FXIIa inh mix,ROCK2 inh,PKA kinase inh
O=C(O)c1ccc(S(=O)(=O)Nc2ccc(F)c(Cl)c2)cc1,-1.2,3.5,0.8,-22.3,-1.1,2.5,4.2,5.0,1.8
Cc1cc(NC(=O)C2CCN(S(=O)(=O)c3cnc[nH]3)CC2)ccc1Br,-12.1,2.9,25.8,-69.3,-9.0,-5.3,6.1,0.1,-1.0
CCn1c(SCC(=O)N2CCC(C(N)=O)(N3CCCCC3)CC2)nc2ccccc2c1=O,8.4,-7.0,14.5,-1.7,10.6,9.4,1.9,7.3,4.0
Fc1cccc(NCc2ccoc2)c1,x,x,x,0.6,x,-3.2,x,-4.4,-9.6
Cc1ccc(-n2c(SCC(=O)NCc3ccco3)nc3nc4c(cc3c2=O)COC(C)(C)C4)cc1,x,x,-1.5,x,x,-1.2,x,1.1,2.2
Cc1cc(C)cc(-n2ccnc2SCC(=O)Nc2nccs2)c1,4.6,-0.1,19.1,8.1,28.6,-3.6,1.4,3.0,6.3
CCCCc1nc(SCC(=O)Nc2ccc(S(N)(=O)=O)cc2)n[nH]1,5.8,-9.4,-2.4,-42.4,-13.1,-6.8,1.0,1.5,0.7
CCOC(=O)CCCNC(=O)COC(=O)c1cc(C)cc(C)c1,-1.8,4.1,-3.9,16.7,9.3,2.1,1.7,0.1,0.9
COc1cc2nc(SCC(=O)NCCc3ccccc3)n(Cc3ccco3)c(=O)c2cc1OC,-4.3,8.7,24.5,3.6,9.2,x,5.6,x,9.5
CCCCn1c(-c2nonc2NC(=O)c2ccccc2Cl)nc2ccccc21,-0.4,-3.9,6.1,-15.9,7.6,-0.4,-11.7,3.4,-0.3
CC(=O)Nc1ccc(S(=O)(=O)Nc2ccc(N3CCOCC3)cc2)cc1,-5.0,4.7,17.9,-2.0,0.8,3.6,-15.3,1.4,1.8
CCOC(=O)c1cc(-c2ccco2)nc2c1c(C)nn2CCC#N,16.2,5.6,-13.4,-24.0,-8.1,-4.1,10.9,2.2,4.2
CC(=O)N(c1ccc(N(C(C)=O)S(=O)(=O)c2cccs2)cc1)S(=O)(=O)c1cccs1,18.4,-1.3,3.8,-9.2,-16.9,1.1,3.0,4.9,4.4
C[C@]12CC[C@@H]3c4ccc(OC(=O)c5ccccc5)cc4CC[C@H]3[C@@H]1CC[C@@H]2O,16.0,-8.0,-1.5,-34.9,3.0,0.7,-18.9,1.7,-4.3
CCOC(=O)CSc1n[nH]c(-c2ccco2)n1,4.7,7.0,x,11.4,9.4,0.6,4.9,2.4,9.7
CC(=O)NCCC(=O)Nc1ccc(C)c(F)c1,13.3,3.4,13.0,-14.8,0.4,-0.6,1.7,-10.2,11.7
CCOc1ccc(OCC)c(NC(=O)C2CCN(c3nn4c(=O)cc(C)nc4s3)CC2)c1,0.7,6.8,0.2,-0.4,-1.6,-2.6,3.9,4.4,10.9
CCN1CCN(c2ncnc3c2cnn3-c2ccccc2)CC1,-1.6,-0.5,-10.7,-14.8,-2.6,0.2,1.7,5.5,6.7
Cc1ccc2c(c1)-c1cc(C)nn1C(c1sccc1C)N2 (centres undefined),10.7,-2.9,5.3,-22.5,9.9,-0.2,6.4,3.5,7.3
COc1ccccc1Oc1coc2cc(OC(=O)N3CCOCC3)ccc2c1=O,6.2,-4.5,x,-38.0,-3.3,x,8.8,x,-2.6
COc1cc(OC)c(C2C(C#N)=C(N)OC3=C2C(=O)CC(C)(C)C3)cc1OC (centres undefined),x,-2.5,-0.9,4.3,-2.9,3.2,-18.2,4.3,5.8
Cc1cc2cc(CNC(=O)Cc3cccs3)ccc2n1C,0.5,2.9,2.9,-0.9,-1.3,-0.3,-20.2,0.4,1.9
Cc1cc(=O)cc(C)n1-c1ccc2c(c1)nc(C)n2-c1ccccc1,10.6,8.4,x,-3.1,-1.2,x,5.5,x,-1.5
O=C1Cn2c(nc3ccccc32)N1c1ccccc1F,-8.8,-22.0,-0.9,-34.5,-9.0,-7.8,0.2,-3.1,8.0
CC(C)CC(c1nnnn1C1CCCC1)N1CCN(C(=O)c2ccco2)CC1 (centres undefined),19.1,3.8,20.3,-9.4,-5.2,0.5,-9.5,-0.5,1.9

# The closing two compounds of the part before come first, to join the parts:
SMILES,CatS inh,FXIa inh mix,CatL block,C1s block,Cathepsin G inh,JNK3 blocker,FXIIa inh mix,ROCK2 inh,PKA kinase inh
O=C1Cn2c(nc3ccccc32)N1c1ccccc1F,-8.8,-22.0,-0.9,-34.5,-9.0,-7.8,0.2,-3.1,8.0
CC(C)CC(c1nnnn1C1CCCC1)N1CCN(C(=O)c2ccco2)CC1 (centres undefined),19.1,3.8,20.3,-9.4,-5.2,0.5,-9.5,-0.5,1.9
N=c1c2c3c(sc2ncn1CCCN1CCOCC1)CCCCC3,11.0,42.3,36.9,13.3,13.3,-3.0,0.0,1.2,-5.7
CCn1nnc(-c2ccccc2NS(=O)(=O)c2ccc(C(=O)OC)cc2)n1,-0.7,10.6,9.8,4.6,5.5,-2.5,5.8,-2.6,1.7
CCC(C(=O)Nc1ncn[nH]1)(C(F)(F)F)C(F)(F)F,x,x,17.7,x,x,-1.7,x,2.6,-4.0
O=C(O)C1CCCCC1C(=O)NCCc1ccc(Cl)cc1 (centres undefined),-4.2,3.7,1.2,1.6,4.6,-0.7,4.7,5.2,10.6
CCOC(=O)c1ccc(NC(=O)CN(C)S(=O)(=O)c2ccc(OC)cc2)cc1,12.9,-3.1,11.5,2.0,13.0,-4.2,10.3,6.3,3.3
O=C(NCc1ccco1)c1cccn2c(=O)c3sccc3nc12,-4.4,4.3,-0.4,-0.3,6.8,x,3.6,x,-3.2
Cn1nc(C(=O)NCc2ccc(F)cc2)c2ccccc2c1=O,-4.7,25.9,-1.5,1.6,0.6,5.3,4.1,3.6,-2.3
CCOC(=O)c1ccc(NC(=O)CSc2nnc(-c3cccs3)n2C)cc1,10.2,1.9,6.0,10.6,10.0,-3.1,13.9,-1.9,1.9
Cc1c(O)ccc2c3c(c(=O)oc12)CCCC3,-1.5,-2.3,-25.0,-38.3,-2.4,0.7,1.7,2.7,4.5
CCC(=O)Nc1c(C(=O)Nc2cccc(OC)c2)oc2ccccc12,-6.6,6.5,21.4,10.7,11.5,-1.2,10.2,6.0,6.2
COc1ccc(OC)c(C2=Nn3c(nnc3-c3cc(OC)c(OC)c(OC)c3)SC2)c1,-3.2,7.8,-10.1,14.5,9.9,-0.7,-0.9,7.3,6.1
Cc1[nH]c(=O)[nH]c(=O)c1NC(=O)CSc1ncccc1-c1nc2ccccc2[nH]1,18.3,-2.2,0.2,-0.2,-3.8,0.7,0.4,4.7,8.4
Cc1nnc(Nc2ccccn2)c2ccccc12,7.1,14.0,8.6,11.9,11.1,x,-5.0,x,2.4
Nn1c(Cc2ccccc2F)nnc1SCn1nnc2ccccc2c1=O,14.1,8.6,5.0,-11.8,-2.7,x,8.0,x,-0.5
CCCCNC(=O)c1cnc2n(c1=O)CCS2,-0.6,3.1,-1.1,9.8,8.4,-0.3,-11.1,6.2,6.1
CCN(CCCNc1ncnc2nc[nH]c12)c1cccc(C)c1,-1.7,4.5,-2.2,17.3,9.5,6.7,13.7,6.9,6.9
Cn1c(=O)oc2cc(S(=O)(=O)N3CCCc4ccccc43)ccc21,14.2,6.6,7.6,-4.4,-0.5,-1.2,2.3,-2.9,-9.6
CC(NC(=O)c1ccco1)C(=O)OCc1cccc(Cl)c1 (centres undefined),4.5,3.2,14.6,-17.5,-10.3,3.4,1.1,5.8,4.0
CCc1nc(SC)[nH]c(=O)c1C,-2.6,4.5,1.4,-1.0,-1.4,2.0,7.6,-1.1,6.5
CC1(C)CC(=O)C(C=NCc2ccccn2)=C(O)C1,15.0,1.9,-5.2,-4.3,1.0,1.7,0.4,5.9,8.3
O=C(CN1CCN(c2ncc(C(F)(F)F)cc2Cl)CC1)Nc1ccc2c(c1)OCO2,13.5,1.1,-2.1,-6.9,-0.2,0.1,-35.0,0.8,6.0
COc1ccc2c3c(c(=O)oc2c1OCC(N)=O)CCCC3,-3.4,4.6,-62.8,9.2,6.0,0.3,3.3,7.5,8.5
O=C1OCc2cc(NC(=O)C3CCCO3)ccc21 (centres undefined),8.1,2.2,3.1,2.8,-27.7,-4.4,-12.5,-1.0,-1.5
Cc1cc(C)c(C#N)c(Nc2ccc3c(c2)OCCO3)n1,8.0,7.1,-1.7,12.1,8.9,-1.0,3.5,3.5,5.3
C=CCSc1nc2c(c(=O)n(C)c(=O)n2C)n1CC,5.9,5.3,5.6,-3.5,-2.2,-5.8,-3.3,-3.9,-2.5
O=C(COc1ccc(S(=O)(=O)NC2CCCCC2)cc1Cl)NCC1CCCO1 (centres undefined),11.5,-2.2,13.0,11.0,6.6,4.9,7.1,8.1,11.3
COC(=O)c1ccc(CSc2nc(C(F)(F)F)c3c(c2C#N)CCC3)o1,10.9,5.0,6.8,11.8,7.5,2.5,1.6,2.0,-0.6
C=C(C)c1cccc(C(C)(C)NC(=O)N2CCCC(C(N)=O)C2)c1 (centres undefined),-1.2,0.4,x,-0.7,8.4,2.1,-6.6,5.9,6.8
COc1ccccc1NC(=O)c1ccc(-c2ccccc2F)o1,-4.3,6.8,-5.1,1.0,-0.5,-9.1,30.6,7.4,9.3
Cc1c(C(=O)N2CCCc3ccccc32)sc2nc(-c3ccccc3)cn12,-1.8,8.4,-7.3,13.0,10.3,-0.6,-16.8,4.2,5.8

# Of the compounds above, these contain an aryl methoxy group:
SMILES,CatS inh,FXIa inh mix,CatL block,C1s block,Cathepsin G inh,JNK3 blocker,FXIIa inh mix,ROCK2 inh,PKA kinase inh
COc1cc2nc(SCC(=O)NCCc3ccccc3)n(Cc3ccco3)c(=O)c2cc1OC,-4.3,8.7,24.5,3.6,9.2,x,5.6,x,9.5
COc1ccccc1Oc1coc2cc(OC(=O)N3CCOCC3)ccc2c1=O,6.2,-4.5,x,-38.0,-3.3,x,8.8,x,-2.6
COc1cc(OC)c(C2C(C#N)=C(N)OC3=C2C(=O)CC(C)(C)C3)cc1OC (centres undefined),x,-2.5,-0.9,4.3,-2.9,3.2,-18.2,4.3,5.8
CCOC(=O)c1ccc(NC(=O)CN(C)S(=O)(=O)c2ccc(OC)cc2)cc1,12.9,-3.1,11.5,2.0,13.0,-4.2,10.3,6.3,3.3
CCC(=O)Nc1c(C(=O)Nc2cccc(OC)c2)oc2ccccc12,-6.6,6.5,21.4,10.7,11.5,-1.2,10.2,6.0,6.2
COc1ccc(OC)c(C2=Nn3c(nnc3-c3cc(OC)c(OC)c(OC)c3)SC2)c1,-3.2,7.8,-10.1,14.5,9.9,-0.7,-0.9,7.3,6.1
COc1ccc2c3c(c(=O)oc2c1OCC(N)=O)CCCC3,-3.4,4.6,-62.8,9.2,6.0,0.3,3.3,7.5,8.5
COc1ccccc1NC(=O)c1ccc(-c2ccccc2F)o1,-4.3,6.8,-5.1,1.0,-0.5,-9.1,30.6,7.4,9.3
